Screening data as filed in PubChem.
SR-BI uptake up = activators of SR-BI mediated HDL lipid uptake; CHO ldlA[mSR-BI] cells, DiI-HDL uptake fluorescence, 3 h; 100 = double the neutral-control signal; activation, % at 12.5 µM; 320,000 compounds, 0.096% hits; AID 504775;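 active means mean replicate activation of at least 60% and every replicate at or above 60%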;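 further: 0% = median plate neutral-control signal and 100% = twice that signal; values of inactives mirror those of a sister screen read the other way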
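Material: SR-BI-overexpressing, LDLR-lacking CHO cells | Dosing: Single compound concentration, delivered by pin transfer | Probe or stimulus: Labelled HDL, 10 µg/mL | Signal: Bottom-read cell fluorescence after medium removal, ex 550/em 595 nm | Schedule: 3 h, 37 °C | Evaluation: HDL uptake via cellular fluorescence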
PKA-R1A act = activators of PKA-R1A complex; P00514+P68181; PKA-R1A dissociation, Cy5-IP20 fluorescence polarization; scaled: DMSO 0%, 113 µM cGMP 100%; activation, % at 11.4 µM; 340,000 compounds, 0.083% hits;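 active means percent activation above the mean of all tested compounds plus 3 SD, cut at about 19% in these data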;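 further: higher means more PKAc released from R1A so a rise in polarization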
Mot1-301 SUMO = SUMOylation pathway inhibition by Mot1-301 growth rescue; S. cerevisiae Mot1-301 growth rescue, ATP luminescence, 38.5C; percent above DMSO median, 100 means doubled; growth rescue, % at 18.8 µM; 320,000 compounds, 1% hits;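 active means every valid replicate shows activation above 250% relative to neutral control wells; inactive means the rest, any valid replicate at or below 250%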;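 further: OY570 slx delta 5 strain wells were the positive control but not used for scaling; some compounds called inactive have numbers as strong as hits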
CDK5 p35 inh = blocks human CDK5/p35 kinase activity; Recombinant CDK5/p35, ADP-Glo luminescence, 60 min; 330,000 compounds, 0.01% hits; Q00535+Q15078; inhibition, % at 10 µM;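 active means highest replicate inhibition of at least 50% and at least 75% of replicates reaching 50%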;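 further: plate controls were DMSO neutral control for no effect and GW8510 at 10 µM for full effect; many of its hits are not listed in these tables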
dFosB activator = activators of mouse delta FosB homodimer; P13346; purified delta FosB, TAMRA-CDK5 oligo fluorescence polarization; percent of positive-control signal above neutral wells; activation, % at 25 µM; 340,000 compounds, 0.99% hits;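 active means mean activation above about 17%, with every replicate also reaching it, limit read from the data, passing the limit was not always enough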;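 further: fluorescence polarization rise as delta FosB binds a TAMRA Cdk5 AP-1 oligo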
Target sequence (P13346 whole entry, looked up): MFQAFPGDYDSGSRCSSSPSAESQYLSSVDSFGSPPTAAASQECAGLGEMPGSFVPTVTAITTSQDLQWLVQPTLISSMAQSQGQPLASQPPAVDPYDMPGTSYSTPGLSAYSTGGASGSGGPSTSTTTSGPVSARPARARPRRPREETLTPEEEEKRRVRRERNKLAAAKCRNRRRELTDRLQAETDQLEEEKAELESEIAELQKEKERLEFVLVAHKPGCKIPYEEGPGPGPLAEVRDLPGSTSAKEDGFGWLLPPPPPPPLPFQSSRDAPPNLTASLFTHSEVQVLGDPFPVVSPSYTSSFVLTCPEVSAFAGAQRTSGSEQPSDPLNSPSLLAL
PKA-R2B activ = PKA-R2B complex activation; PKA-R2B holoenzyme dissociation, Cy5-IP20 fluorescence polarization; R2B truncated from residue 108, S112A mutant; 0% DMSO only, 100% 113 µM cGMP; activation, % at 11.4 µM; 340,000 compounds, 0.079% hits;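 active means activation above a cutoff set at the mean over all compounds plus 3 SD, cut at about 18% in these data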;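 further: higher means more holoenzyme dissociation and a rise in polarization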
Target sequence (P31323 whole entry, looked up, other chains not shown, the tested form may be a part): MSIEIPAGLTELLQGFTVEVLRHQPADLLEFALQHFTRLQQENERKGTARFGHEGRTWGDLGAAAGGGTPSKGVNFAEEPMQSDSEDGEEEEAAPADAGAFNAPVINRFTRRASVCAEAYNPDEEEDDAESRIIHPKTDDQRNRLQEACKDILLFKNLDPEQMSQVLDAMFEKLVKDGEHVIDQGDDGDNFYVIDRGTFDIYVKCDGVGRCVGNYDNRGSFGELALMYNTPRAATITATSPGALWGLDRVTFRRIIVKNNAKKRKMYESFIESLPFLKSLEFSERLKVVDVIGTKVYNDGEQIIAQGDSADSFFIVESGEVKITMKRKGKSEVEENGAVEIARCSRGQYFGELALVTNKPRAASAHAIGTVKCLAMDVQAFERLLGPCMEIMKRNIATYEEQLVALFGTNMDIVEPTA
MITF TRPM1 HTS = activators of MITF-driven TRPM1 promoter activity in SK-MEL-5 cells. SK-MEL-5 TRPM1-promoter luciferase, 24 h; % of positive control, neutral wells = 0. activation, % at 12.5 µM. 300,000 compounds, 0.75% hits;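 active means mean activation of at least 80% with every replicate also reaching 80%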;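 further: 0% = neutral control wells and 100% = parthenolide positive control wells; values of inactives mirror those of a sister screen read the other way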
DSG3 Ab inh = inhibitors of pemphigus antibody binding to human desmoglein-3. P32926. DSG3-coupled beads, scFv-anti-DSG3-GFP binding, flow cytometry; hits give low values. binding (percent of control), % at 10 µM. 310,000 compounds, 0.48% hits. AID 588358;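 active means binding more than 3 SD below its plate's average and above zero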;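 further: hits lower antibody fragment binding to DSG3; some compounds called inactive have numbers as strong as hits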
NSD2 inh = blocks human histone methyltransferase NSD2. AID 743445. 310,000 compounds, 0.54% hits. NSD2 peptide methylation, AlphaScreen, 120 min. O96028. inhibition, % at 12.5 µM; in the data active means inhibition above about 50%
SR-BI HDL uptake = mouse SR-BI HDL lipid transfer inhibition. Q61009. ldlA[mSR-BI] CHO cells, DiI-HDL uptake fluorescence, 3 h. inhibition, % at 12.5 µM. 320,000 compounds, 0.96% hits;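 active means mean replicate inhibition of at least 70% and a set share of replicates each scoring 70 or more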;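 further: 0% = median of neutral control wells and 100% = median of positive control wells; values of inactives mirror those of a sister screen read the other way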
Arr AP2 block = blocks beta-arrestin peptide binding to AP2 adaptin; FITC-arrestin peptide / GST-AP2 beads, flow cytometry; AP2 beta2 appendage carries R879A mutation; inhibition, % at 10 µM; 340,000 compounds, 0.31% hits;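 active means inhibition above a set limit, near 3 SD of compounds lacking own fluorescence, cut at about 54% in these data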;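 further: plate controls were DMSO wells for no effect and 5 µM unlabelled arrestin peptide for full effect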
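System: GST-AP2 R879A glutathione beads. Medium: PBS with 0.05% Tween 20 and 0.1% BSA. Also added: FITC-arrestin peptide, 50 nM. Incubation: 12 min plus 1 h, RT. Measured by: high-throughput flow cytometry of beads, ex 488, em 535 nm. Evaluation: percent drop in bead-associated FITC signal.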
Numbers without * were called inactive; nt = no result given.

SMILES	SR-BI uptake up	PKA-R1A act	Mot1-301 SUMO	CDK5 p35 inh	dFosB activator	PKA-R2B activ	MITF TRPM1 HTS	DSG3 Ab inh	NSD2 inh	SR-BI HDL uptake	Arr AP2 block
CC1(C)Cc2ccccc2C2=C(C(=O)N3CCCCCC3)C(=O)C(=O)N21	21.0	1.9	307.1*	-0.9	-5.6	-6.6	6.1	99.1	1.5	-21.0	8.7
COc1ccc(/C=C2/SC(=S)N(c3ccc(S(=O)(=O)Nc4nccs4)cc3)C2=O)cc1	nt	-7.8	14.8	-3.5	-15.3	2.0	nt	nt	1.6	nt	-10.2
Clc1ccc(/C=C/c2nc(Cl)c(-c3ccc(Cl)cc3)c(Cl)n2)cc1	11.7	-2.2	1.3	-1.1	-2.6	-3.5	16.8	90.7	-1.3	-11.7	7.1
CN(C)S(=O)(=O)c1cccc(C(=O)OCC(=O)Nc2sccc2C#N)c1	-6.7	-4.0	-16.0	-0.2	-0.5	-11.3	12.6	78.7	nt	6.7	22.6
CCN(CC)S(=O)(=O)c1cccc(C(=O)Nc2cc(C)on2)c1	-9.9	-1.7	-3.5	-1.2	5.1	17.8	5.6	102.8	-3.5	9.9	6.7
O=C1S/C(=C\C=C\c2ccco2)C(=O)N1c1ccccc1	1.6	-6.8	-6.7	-0.9	-14.7	-11.0	69.7	104.8	4.8	-1.6	3.5
Cc1ccc(C(=O)NCCc2ccc(F)cc2)s1	-7.2	-18.7	194.2	1.9	-5.7	-4.4	89.4*	122.8	-4.8	7.2	-6.8
c1nc(N2CCC3(CC2)OCCO3)c2c3c(sc2n1)CCCC3	nt	-5.4	-2.7	-0.2	-6.2	10.7	10.3	nt	7.5	nt	-9.9
CCOc1ccccc1C1NC(=O)NC(C)=C1C(=O)OCc1ccccc1 (configuration not stated)	-42.2	0.6	12.7	1.1	-6.7	2.1	nt	112.9	2.2	42.2	8.6
CC(Oc1ccc(C#N)cc1)C(=O)c1ccc(F)c(F)c1 (configuration not stated)	21.6	-8.7	-10.4	0.4	-1.1	-2.0	-20.2	104.6	34.0	-21.6	13.0
CCN(C[C@H]1N[C@@](C)(C(=O)OC)[C@H]2C(=O)N(Cc3ccccc3)C(=O)[C@@H]12)C(=O)NC(C)C	12.8	6.2	-13.9	-0.4	2.9	-5.6	1.1	99.7	nt	-12.8	7.7
COc1ccc(NC(=S)N2CCN(S(=O)(=O)c3ccccc3)CC2)cc1OC	-13.2	2.3	-3.9	1.3	-5.3	3.3	18.0	107.8	0.0	13.2	20.7
CC[C@]12c3[nH]c4ccccc4c3CCN1C(=O)C(CC(=O)NCc1ccco1)C[C@@H]2C(=O)N1CCN(C(=O)c2ccco2)CC1 (some centres not stated)	3.1	-7.5	-0.9	-0.1	-7.0	0.3	-5.7	105.3	nt	-3.1	12.1
O=C(CC(C(=O)N1CCc2ccccc21)n1ccnc1)NCc1ccccc1 (configuration not stated)	2.5	6.2	-2.6	-1.1	-7.5	-8.8	7.3	99.3	0.2	-2.5	-7.2
C/C(NCC(C)(C)CN(C)C)=C(/C#N)C(=O)NCc1ccccc1	18.4	13.2	-6.1	0.0	-7.5	-0.6	nt	nt	15.1	-18.4	0.6
COc1ccccc1CNC(=O)[C@@H](NC(=O)C1CCN(C(=O)[C@@H]2CCCN2C(=O)OC(C)(C)C)CC1)C(C)C	-18.0	5.0	-14.4	-1.8	-10.7	1.7	-8.3	103.6	nt	18.0	5.9
CCc1ccc(S(=O)(=O)Nc2cccc(-c3ccc4nncn4n3)c2)s1	-1.8	-7.3	-6.6	0.6	3.7	-12.6	-7.3	66.8	0.7	1.8	5.1
CC1=C(C(=O)Nc2ccccc2C)C2(CCCCC2)C(C(N)=O)C(=S)N1 (configuration not stated)	-23.3	-1.3	3.7	0.5	-2.7	-1.0	-13.5	97.9	1.6	23.3	nt
COc1ccc(OC)c(/C=N\NC(=O)c2ccc(-c3ccccc3)cc2)c1	nt	1.6	59.3	-0.5	3.8	-4.1	-8.3	111.8	0.5	77.5*	34.3
CCNC(=O)NC(=O)CSc1nnc(-c2c[nH]c3ccccc23)o1	nt	-1.4	-23.1	-0.4	-2.1	-6.9	-15.1	102.2	-4.5	nt	12.3
Cc1c(C(=O)Nc2nccs2)oc2ccc(Br)cc12	-18.2	2.1	29.6	0.6	-16.4	1.8	29.7	121.3	-1.3	18.2	-2.3
O=S(=O)(c1ccccc1Oc1ccc(Cl)cc1Cl)N1CCCCC1	-56.9	-7.5	6.9	-0.3	-3.1	-0.2	nt	nt	-1.3	56.9	15.5
Cc1cc(C)c2c(=O)[nH]c(SCc3ccccc3C)nc2n1	5.9	-7.0	8.2	0.6	9.9	-2.8	5.9	97.4	1.0	-5.9	-22.4
Cn1c(=O)c2c(nc(OCC3COC(C)(C)O3)n2Cc2ccccc2F)n(C)c1=O (configuration not stated)	3.4	-2.5	11.1	-0.6	-2.7	-5.4	7.5	106.7	-3.6	-3.4	-0.2
O=C(N1CCOCC1)N1CCC(n2nnc3cc(F)ccc32)CC1	0.5	-4.5	-0.5	-0.9	1.4	0.7	1.7	106.1	-3.4	-0.5	5.5

Additional records:
SMILES	SR-BI uptake up	PKA-R1A act	Mot1-301 SUMO	CDK5 p35 inh	dFosB activator	PKA-R2B activ	MITF TRPM1 HTS	DSG3 Ab inh	NSD2 inh	SR-BI HDL uptake	Arr AP2 block
O=C(Cc1ccccc1)Nc1ccc(NC(=O)c2cccs2)cc1Cl	-40.1	2.7	12.9	0.0	-2.8	-5.2	1.5	71.9*	-0.8	40.1	-2.7
Oc1ccc(/C=C/c2ccnc3ccccc23)cc1	-18.3	-1.9	25.6	-2.5	-1.0	4.2	18.6	117.1	-3.7	18.3	4.2
COc1ccc(S(=O)(=O)Nc2ccc(NC(C)=O)cc2)cc1Br	18.2	1.7	904.6	-1.3	-1.0	22.4*	9.4	97.2	5.2	-18.2	-3.6
Cc1ccc(C(C(=O)NC2CCCC2)N(Cc2ccc3c(c2)OCO3)C(=O)c2snc(C(N)=O)c2N)cc1 (configuration not stated)	nt	9.3	2.5	-1.9	0.4	-2.0	-6.3	102.7	-1.6	nt	31.1
CC(Sc1nc2ccccc2s1)C(=O)N1CCOCC1 (configuration not stated)	7.9	15.5	1.4	0.7	-3.8	6.8	17.7	103.6	-0.8	-7.9	1.1
COC(=O)CNC(=O)/C=C/c1ccc(OC)cc1	-0.6	-2.7	-2.4	-0.9	-0.6	-6.0	13.6	101.7	nt	0.6	3.4
CC(=O)Nc1ccc(NC(=O)c2ccc(N(Cc3ccccc3C)S(C)(=O)=O)cc2)cc1	-35.0	-10.2	3.6	-0.5	20.0*	-8.0	11.7	99.8	1.1	35.0	9.3
Cc1ccc(N(CC(=O)NCc2ccccc2)S(=O)(=O)c2c(C)noc2C)cc1	5.2	0.6	29.2	-2.7	-14.1	-3.9	8.2	109.2	-9.7	-5.2	-11.2
CC(C)c1ccccc1NC(=O)c1cccnc1	20.7	-5.9	1.3	-1.0	0.9	-3.8	nt	108.3	-1.2	-20.7	2.8
CCn1c(O)c(C=NCc2ccccc2)sc1=S	-0.8	-10.7	-3.2	1.6	-1.9	-5.4	7.2	98.6	-2.4	0.8	-11.7
Cc1cccc(OCCn2c(=O)sc3ccccc32)c1	2.0	11.8	4.1	-1.1	0.2	-4.3	90.6*	102.9	nt	-2.0	31.6
O=C(Nc1ccc(O)c2c(=O)cc(-c3ccccc3Cl)oc12)c1ccc(F)cc1	-7.7	1.9	nt	-2.1	8.4	-12.4	-11.2	97.1	nt	7.7	10.1
CC(C)(O)C(O)COc1c2ccoc2cc2oc(=O)ccc12 (configuration not stated)	12.0	-3.9	-6.5	-1.2	2.5	-8.4	-13.0	100.7	nt	-12.0	-8.7
Cc1ccc(CCNCc2c(C(=O)O)c(C)n(-c3ccccc3)c2C)cc1	8.5	-6.7	nt	-0.6	-2.0	-2.1	0.9	108.1	nt	-8.5	-5.4
COc1ccc(NC2CCCN(C(=O)c3ccc(C(C)=O)s3)C2)cc1 (configuration not stated)	14.5	2.5	-11.5	0.8	-1.2	1.0	0.3	97.7	2.2	-14.5	-0.3
O=S(=O)(c1ccc(F)cc1)c1nc(-c2ccco2)oc1Nc1ccccc1	-17.9	-9.1	-1.0	-1.2	-2.0	-1.2	13.1	102.2	2.0	17.9	-34.7
CC(=O)N1CCN(Cc2nc3cc(NC(=O)c4cccc(Br)c4)ccc3n2C)CC1	nt	-6.8	3.8	0.8	-8.9	2.7	6.3	107.4	-5.2	nt	-15.2
c1ccc(-c2ccc(CN3C[C@@H]4C(c5ccccc5)C5(c6cccnc6)CC4(C5)[C@H]3c3ccccc3)cc2)cc1 (some centres not stated)	8.6	-1.8	12.4	0.7	-0.8	-4.7	-7.3	96.9	nt	-8.6	4.0
Cc1ccc(Sc2oc(/C=N/n3cnnc3)cc2Br)cc1	8.8	-3.3	-15.7	-1.5	-9.8	-10.1	1.3	94.4	-1.1	-8.8	-5.4
COc1ccccc1C(CNC(=O)c1oc2ccccc2c1C)N1CCCC1 (configuration not stated)	33.5	1.7	-5.4	-0.1	-10.1	-8.4	27.2	123.2	3.0	-33.5	17.8
CCCC(=O)NC(c1ccc2c(c1)OCO2)c1cc(Cl)c2cccnc2c1O (configuration not stated)	17.4	-4.9	nt	-1.5	-6.6	2.1	-27.5	nt	1.0	-17.4	7.5
O=C(NC1CCCC1)c1cccc2c1C(=O)c1ccc(Cl)cc1S2(=O)=O	3.4	-11.5	-1.3	-0.6	-2.1	8.1	-1.6	103.7	nt	-3.4	-9.3

Arranged by the number under SR-BI HDL uptake (smallest number first): some entries from above
canonical_smiles,SR-BI HDL uptake
O=C(Nc1ccc(O)c2c(=O)cc(-c3ccccc3Cl)oc12)c1ccc(F)cc1,7.7
O=S(=O)(c1ccc(F)cc1)c1nc(-c2ccco2)oc1Nc1ccccc1,17.9
CC(=O)Nc1ccc(NC(=O)c2ccc(N(Cc3ccccc3C)S(C)(=O)=O)cc2)cc1,35.0

Random draw from the library; overall some 4.7% were active at least once.
